KDM5B inhibitor: inhibitors of human KDM5B histone demethylase; Q9UGL1; KDM5B demethylase, FDH-coupled NADH fluorescence (FDH is formaldehyde dehydrogenase); Potency, µM (titrated, usually from 57.7 µM), for inactives: top-dose activity change, negative = inhibition, usual class: inhibitors; 220,000 compounds, 2.6% hits; active = well fitted inhibition curve with a large enough effect; inconclusive = small, poorly fitted or top-dose-only effect; inactive = no such curve, though single readings can be large or run the other way; note: 0% is about no effect; nearly all actives have a fitted effect of over 70% in size
Target sequence (Q9UGL1 whole entry, looked up): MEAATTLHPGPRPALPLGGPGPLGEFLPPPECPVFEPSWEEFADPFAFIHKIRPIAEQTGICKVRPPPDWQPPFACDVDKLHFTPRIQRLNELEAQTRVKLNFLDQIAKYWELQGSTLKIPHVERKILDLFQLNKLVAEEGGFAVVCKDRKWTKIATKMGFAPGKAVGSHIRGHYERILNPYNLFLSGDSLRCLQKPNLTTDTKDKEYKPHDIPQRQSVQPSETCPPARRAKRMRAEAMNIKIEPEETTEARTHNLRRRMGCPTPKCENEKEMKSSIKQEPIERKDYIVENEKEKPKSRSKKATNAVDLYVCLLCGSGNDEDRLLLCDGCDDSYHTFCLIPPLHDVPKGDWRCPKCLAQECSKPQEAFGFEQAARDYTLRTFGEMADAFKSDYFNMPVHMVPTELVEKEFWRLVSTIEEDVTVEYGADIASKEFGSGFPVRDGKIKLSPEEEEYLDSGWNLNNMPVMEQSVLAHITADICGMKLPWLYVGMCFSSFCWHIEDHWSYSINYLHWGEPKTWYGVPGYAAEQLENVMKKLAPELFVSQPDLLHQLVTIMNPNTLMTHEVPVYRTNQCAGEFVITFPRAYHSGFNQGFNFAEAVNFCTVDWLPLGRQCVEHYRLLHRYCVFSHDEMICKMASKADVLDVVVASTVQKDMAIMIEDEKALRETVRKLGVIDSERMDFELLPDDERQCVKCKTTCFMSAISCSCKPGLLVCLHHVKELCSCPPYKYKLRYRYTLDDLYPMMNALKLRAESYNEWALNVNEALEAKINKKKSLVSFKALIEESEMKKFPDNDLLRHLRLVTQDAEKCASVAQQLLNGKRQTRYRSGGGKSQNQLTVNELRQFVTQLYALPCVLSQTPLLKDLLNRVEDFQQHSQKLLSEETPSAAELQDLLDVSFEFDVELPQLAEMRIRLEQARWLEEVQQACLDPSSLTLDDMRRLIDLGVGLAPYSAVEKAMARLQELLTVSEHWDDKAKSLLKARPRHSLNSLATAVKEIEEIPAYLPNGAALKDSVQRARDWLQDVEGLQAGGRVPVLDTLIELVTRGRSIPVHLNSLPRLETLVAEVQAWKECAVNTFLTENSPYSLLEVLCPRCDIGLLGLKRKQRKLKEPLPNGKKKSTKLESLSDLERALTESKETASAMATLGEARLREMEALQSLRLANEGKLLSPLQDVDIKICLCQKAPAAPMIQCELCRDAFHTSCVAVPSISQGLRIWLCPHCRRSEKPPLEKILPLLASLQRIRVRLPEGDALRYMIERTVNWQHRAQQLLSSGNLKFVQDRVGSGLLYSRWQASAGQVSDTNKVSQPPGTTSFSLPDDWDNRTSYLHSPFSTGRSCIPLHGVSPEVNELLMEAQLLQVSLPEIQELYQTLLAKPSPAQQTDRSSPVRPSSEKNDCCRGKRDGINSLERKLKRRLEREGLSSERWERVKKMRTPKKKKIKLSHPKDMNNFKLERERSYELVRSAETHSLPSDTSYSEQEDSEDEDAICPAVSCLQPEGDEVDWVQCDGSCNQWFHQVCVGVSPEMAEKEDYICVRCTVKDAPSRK
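Here, H3K4me3 peptide (12.5 µM in substrate mix) is demethylated by KDM5BΔAP, 200 nM final, after 10 min compound exposure. Formaldehyde product is coupled through FDH (0.25 U/mL in mix) to NADH fluorescence; 30-min ΔRFU feeds dose-response curves.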
Active calls of the source: *; u = inconclusive; & = joins results of further samples; [ ] = dose if it differs, or a comment. Potency is the fitted concentration of half-maximal effect. These rows are one share of the data. The share of hits here may be higher or lower than overall.

| Structure | KDM5B inhibitor |
| --- | --- |
| Cc1ccc(C)c(C(=O)Cn2c(NCCO)nc3ccccc32)c1 | -4% |
| Cn1c(SCC(=O)NC2CCCC2)nnc1-c1ccc(Cl)cc1 | 10% |
| COCCN1C(=O)[C@H]2CN(Cc3ccc(C(C)C)cc3)C[C@H]2C1=O | -9% |
| Cc1cccc(C(C)C)c1NC(=O)c1cc(F)c(F)cc1Cl | 25% |
| COc1ccc(OC2CN(Cc3ccc(C#N)cc3)C2)cc1 | 16%[149 µM] |
| CCc1ccc2occ(CC(=O)N(Cc3ccccc3)C3CCS(=O)(=O)C3)c2c1 (stereo unspecified) | 15% |
| O=C(Nc1nnc(-c2ccc(F)cc2)o1)C1CCN(S(=O)(=O)c2ccccc2C(F)(F)F)CC1 | -3% |
| Cc1ccc(-c2nc(C#N)c(N3CCN(C(=O)c4cccs4)CC3)o2)cc1 | -35% |
| CCc1cccc2c(C(=O)C(=O)NCc3cccc(OC)c3)c[nH]c12 | u |
| CC(C)C(=O)N(C)C(c1ccccc1)c1c[nH]c2ccccc12 (stereo unspecified) | -1% |
| O=C(Nc1cc(Cl)cc(Cl)c1)c1ccc2c3c(cccc13)CC2 | -7% |
| CCC(CC)CN1CC[C@H](c2n[nH]c(C)n2)[C@H](NC(=O)C2CCOCC2)C1 | 1% |
| O=C(NC1CC1)[C@@H]1C[C@H](Oc2ccccc2)CN1C(=O)Cc1ccccc1 | -8% |
| N#CCCN(C(=O)CSc1nc(CN2CCOCC2)nc2ccccc12)c1ccc(F)cc1 | 12% |
| COc1ccc(C(=O)N2CCc3ccc(C(=O)NCc4cccnc4)cc32)cc1 | 12% |
| CCOc1ccc(-c2nc3ccc(C)cc3c(C(=O)O)c2C)cc1 | 10% |
| Cc1nc(N2CCCC2)ncc1-c1cc(=O)[nH]c(N2CCc3ccccc3C2)n1 | 6% |
| O=C(COc1ccccc1)N1CCC2(CC1)CC(N(C(=O)c1ccccc1)C1CC1)CCO2 (stereo unspecified) | -1% |
| O=C(CN1CC2CC(C1)[C@H]1CCCC(=O)N1C2)NC1CCCCCC1 (stereo partly specified) | 0% |
| CCCOc1nc2ccccc2nc1N1CCC(C(=O)NC2CCCC2)CC1 | 9% |
| Cc1ccccc1NC(=O)c1n[nH]c(=O)c2ccccc12 | 13% |
| CC(C)CC(NC(=O)/C(=C/c1ccco1)NC(=O)c1ccc(Br)o1)C(=O)O (stereo unspecified) | u |
| Cc1ccc(CNC(=O)N2CCCCCNC(=O)CC2c2ccccc2)cc1 (stereo unspecified) | -15% |
| CC(C)Sc1nc2c(c(=O)[nH]c(=O)n2C)n1CCCc1ccccc1 | -12% |
| CCn1cc(-c2ccc(Cl)cc2)cc1C(=O)O | -10% |
| CCN1C(=O)CCN(C(=O)c2c(C)noc2C)CC12CCOCC2 | 26% |
| COC(=O)c1ccc(NC(=O)c2cnc(-c3ccc(C)cc3)nc2-c2ccncc2)cc1 | -5% |
| CNC(=O)[C@H]1C[C@H](Oc2cccnc2)CN1S(=O)(=O)c1ccccc1 | -23% |
| CNC(=O)c1ccc(-c2nc(CN3CCc4ccccc43)c(C)o2)cc1 | -27% |
| COc1cc(NC(=O)N2CCSc3ccccc32)cc(OC)c1OC | -18%&-22% |
| CCc1ccc(NC(=O)CSc2nc3ccsc3c(=O)[nH]2)cc1 | 10% |
| O=C(CNS(=O)(=O)c1ccc(Cl)c(C(F)(F)F)c1)NC1CCCCC1 | -10% |
| COc1ccc(C2Cn3nnc(C(=O)N4CCN(C(=O)c5ccccc5C)CC4)c3CO2)cc1 (stereo unspecified) | -3% |
| Cc1cc(=O)n(CC(=O)Nc2ccc(Cl)cc2)c(N2CCC(C)CC2)n1 | -19% |
| COCCNC(=O)Cc1ccc(NC(=O)N2CCCCc3ccccc32)cc1 | -2% |
| Cc1cccc(CSc2nc(=O)c3c(n2C)NC(=O)CC3c2cccc(O)c2)c1 (stereo unspecified) | -26% |

Next section, overlapping the part above by 3 compounds.
| Structure | KDM5B inhibitor |
| --- | --- |
| Cc1cc(=O)n(CC(=O)Nc2ccc(Cl)cc2)c(N2CCC(C)CC2)n1 | -19% |
| COCCNC(=O)Cc1ccc(NC(=O)N2CCCCc3ccccc32)cc1 | -2% |
| Cc1cccc(CSc2nc(=O)c3c(n2C)NC(=O)CC3c2cccc(O)c2)c1 (stereo unspecified) | -26% |
| CC(=O)NC12CC3CC(CC(CO[N+](=O)[O-])(C3)C1)C2 | 8% |
| CC(=O)N[C@@H]1CN(S(=O)(=O)N2CCOCC2)C[C@H]1c1ccc(C)o1 | -16% |
| CCc1nc2c(c(-c3ccc(Cl)cc3)n1)CN(C(=O)Nc1ccc(Cl)cc1)CC2 | u |
| CCc1nn(C(CC)C(=O)NCc2ccc(OC)c(OC)c2)c(=O)c2cc3oc(C)cc3n12 (stereo unspecified) | -14% |
| O=C1COc2ccc(OCc3cccnc3)nc2CN1CCOc1ccccc1 | -11%[86.2 µM] |
| CCC1CN(C(=O)N2CCC(C(=O)N3CCN(c4ccc(F)cc4)CC3)CC2)c2ccccc2O1 (stereo unspecified) | -9% |
| CC(C)Oc1ccc(CNC(=O)C2CCN(C(=O)c3sccc3-n3cccc3)CC2)cc1 | 11% |
| Cc1ccc(C(=O)C(C)OC(=O)c2nc(Cl)ccc2Cl)cc1 (stereo unspecified) | 9% |
| CCc1ccc(N(C(=O)CNC(=O)c2ccco2)C(C(=O)NC2CCCC2)c2ccncc2)cc1 (stereo unspecified) | 2% |
| O=C(Cn1c(=O)nc(-c2ccccc2F)c2cc(Cl)ccc21)Nc1ccccc1C(F)(F)F | -5% |
| CCOc1ncccc1CNC(=O)C1CCCN1S(C)(=O)=O (stereo unspecified) | -2% |
| O=C(Nc1cccc2c1CCCC2)c1ccc2ccccc2c1 | -5% |
| CC1CCC2(CC1)NC(=O)N(CC(=O)N1CCOCC1)C2=O (stereo unspecified) | 0% |
| O=C(O)/C=C/c1ccc(Cl)c(C(F)(F)F)c1 | 11% |
| CCc1ccc(/C=N/NC(=O)c2ccccn2)cc1 | 8% |
| Fc1ccc(NC2c3ccccc3-c3ccccc32)cc1 | -22% |
| Cc1cccc(NC(=O)C2CCN(c3nc4ccccc4[nH]3)CC2)c1C | -7% |
| CC(C)c1ccccc1NC(=O)c1nn(C)c(=O)c2ccccc12 | 16% |
| Cc1ccc(N(CC(=O)NC(C)C)C(=O)CCC(=O)Nc2nccs2)c(C)c1 | 25% |
| COC(=O)c1ccc(COC(=O)c2cc3c(s2)CCCCC3)o1 | 10% |
| CC(C)c1ccc(O)c(NC(=S)NC(=O)c2ccc3c(c2)OCO3)c1 | -11% |
| CN(C)S(=O)(=O)N1CCC2(CCC(=O)N(CC3CC3)CC2)CC1 | 11% |
| O=C(c1ccc(-c2ccccc2CO)nc1)N1CCC(CCc2ccccc2)CC1 | 24% |
| O=C1CCN(C2CCCC2)CCOCCN1 | u |
| COCC1CN(C(C)=O)CC12CCN(Cc1cccc(OC)n1)CC2 (stereo unspecified) | -21% |
| COc1ccccc1CNC(=O)CCCn1c(=O)c2ccccc2n(Cc2ccccc2F)c1=O | -24% |
| Cc1cccc(C(=O)NCCc2csc(C)n2)n1 | 18% |
| Cc1nc(SC(C)C#N)c2c(=O)n(C)c(=O)n(CC(C)C)c2n1 (stereo unspecified) | 15% |
| O=C(NCCc1csc(-c2cnccn2)n1)C1CC2(CCNCC2)CN1 (stereo unspecified) | 28µM* |
| COc1ccccc1CNC(=O)C(C)C | 11% |
| Cc1cnc(-c2ccccc2)n1C1CCNCC1 | 19% |
| Cc1cc(C(=O)N2CCCC(CCc3c(F)cccc3F)C2)c(=O)n(C)c1C (stereo unspecified) | -9% |
| COCCN(Cc1ccco1)C(=O)c1cccc(S(=O)(=O)N2CCN(Cc3ccccc3)CC2)c1 | -28% |
| O=C(COc1cccc(-c2nnc3n2CCCC3)c1)Nc1ccc(Cl)cc1F | 22% |
| Cn1c(=O)c2c(nc(SCC(=O)O)n2Cc2ccccc2)n(C)c1=O | 11% |
| CCOc1ccc(C2=NC(c3ccncc3)=Nc3ccc(C)cc3N2)cc1OCC | -5% |
| O=C(C1CC1)N1CCC(c2nn(Cc3ccccc3)c(=O)[nH]2)CC1 | 7%[86.2 µM] |
| COc1ccc(-c2coc3cc(OCC(=O)N4CCN(C(C)=O)CC4)ccc3c2=O)cc1 | 17% |
| Cc1ccc(S(=O)(=O)N2CCCC(Cn3c(C4CC4)nc4cccnc43)C2)cc1 (stereo unspecified) | 17% |
| O=C(Nc1ccc2c(c1)CCC2)c1c(F)c(F)c(F)c(F)c1F | 19% |
| CCOc1ccc(-n2c(SCc3ccc(C(=O)OC)o3)nc3c([nH]c4ccccc43)c2=O)cc1 | -1% |
| Cn1nc(C2CC2)cc1NC(=O)CC(CC(=O)O)c1ccccc1 (stereo unspecified) | 12% |
| O=C(NCCC1CCN(Cc2ccccc2)CC1)C1CCN(c2cnn(Cc3ccccc3)c(=O)c2)C1 (stereo unspecified) | 11% |
| Cc1ncsc1CN1CCCN(Cc2ccncc2)C(c2ccccc2)CC(=O)NCC1 (stereo unspecified) | u |
| COC[C@@H]1CN(C(=O)c2cccc(C#N)c2)C[C@H]1c1ccncc1 | 24% |
| CCCCc1nn(CC(=O)N2CCCC(O)C2)c(=O)n1CCc1ccccc1 (stereo unspecified) | 5% |
| COc1ccc2nc([C@H]3CCN(Cc4ccc(F)c(F)c4)C3)[nH]c2c1 | u |
| O=C(O)CNS(=O)(=O)c1cc(C(F)(F)F)cc(C(F)(F)F)c1 | 11% |

As a short view, six of the compounds above:
| Structure | KDM5B inhibitor |
| --- | --- |
| O=C(NCCC1CCN(Cc2ccccc2)CC1)C1CCN(c2cnn(Cc3ccccc3)c(=O)c2)C1 (stereo unspecified) | 11% |
| Cc1ncsc1CN1CCCN(Cc2ccncc2)C(c2ccccc2)CC(=O)NCC1 (stereo unspecified) | u |
| COC[C@@H]1CN(C(=O)c2cccc(C#N)c2)C[C@H]1c1ccncc1 | 24% |
| CCCCc1nn(CC(=O)N2CCCC(O)C2)c(=O)n1CCc1ccccc1 (stereo unspecified) | 5% |
| COc1ccc2nc([C@H]3CCN(Cc4ccc(F)c(F)c4)C3)[nH]c2c1 | u |
| O=C(O)CNS(=O)(=O)c1cc(C(F)(F)F)cc(C(F)(F)F)c1 | 11% |

Later entries.
| Structure | KDM5B inhibitor |
| --- | --- |
| Cc1ccc(C)c(Sc2ccc(NC(=O)c3cccc(C)c3C)cc2)c1 | -24% |
| O=C(NC1CCCCC1)c1ccc2c(c1)N(Cc1ccc(F)cc1)C(=O)c1ccccc1S2(=O)=O | -22% |
| CCn1nnc2cc(C(=O)Nc3ccc(C)c(Cl)c3)ccc21 | -9% |
| Cc1csc(Nc2ccc3ncn(Cc4ccccn4)c(=O)c3n2)n1 | u |
| Cc1ccc(CN2CCC3(CC2)CC(C(=O)N2CCOCC2)N(C)C3)s1 (stereo unspecified) | u |
| CN(C)c1cccc(-c2nc(N3CCOCC3)cc3c2CN(Cc2cnn(C)c2)C3=O)c1 | -26%[86.2 µM] |
| CCCCCn1nc(C(=O)N2CCCC2c2nc3ccccc3s2)c2ccccc2c1=O (stereo unspecified) | -5% |
| CCOc1cc(/C=C(/C#N)C(=O)Nc2ccccc2C(=O)O)ccc1OC | 2% |
| CC(=O)Nc1ccc(NC(=S)NC(NC(=O)c2cccc(C)c2)C(Cl)(Cl)Cl)cc1 (stereo unspecified) | 8% |
| CN(C)/C=C\C(=O)c1ccc(F)cc1 | 4% |
| N#Cc1cccc(NC(=O)c2cc3c(s2)CCCC3)c1 | 11% |
| COc1cccc(CC(=O)N2CCC(c3n[nH]c(=O)n3-c3ccc(C)cc3)CC2)c1 | 6% |
| O=C1N[C@@H]2CCN(C(=O)c3cccnc3)[C@@H]2C(=O)N1c1ccc(Oc2ccccc2)cc1 | -3%[86.2 µM] |
| Cc1c(Cl)cccc1N1CCn2c1nc1c2c(=O)n(CC(=O)O)c(=O)n1C | -13% |
| CC(NC(=O)/C=C/c1ccc(Cl)cc1)c1ccc(NC(N)=O)cc1 (stereo unspecified) | -13% |
| CCOCCn1c(CN2CCCC(C)C2)nc2c1c(=O)n(C)c(=O)n2C (stereo unspecified) | 8% |
| COc1ccc(CN2CCC(CO)(CCCc3ccccc3)CC2)c(Cl)c1OC | -23% |
| Cn1ccc2cc(S(=O)(=O)N3CCC(C(=O)N4CCOCC4)CC3)ccc21 | 13% |
| CC(C)(C)c1ccc(C(=O)NCCOc2ccccc2F)cc1 | 18% |
| COC(=O)c1ccc(C)c(NC(=O)C2CC3CCC2C3)c1 (stereo unspecified) | 7% |
| CC(CCc1ccccc1)NC(=O)CCN1N=C(c2ccccc2)CCC1=O (stereo unspecified) | 28% |
| COc1ccc(OC)c(CN2CCCC(C(=O)c3ccccc3SC)C2)c1 (stereo unspecified) | -20% |
| COCCOC(=O)C(CC(=O)O)NCc1ccco1 (stereo unspecified) | -25% |
| Cc1ccc(OCCC2CCN(C(=O)c3ccsc3)C2)cc1 (stereo unspecified) | 30% |
| CC/C(=N\NC(=O)c1ccc(C(C)(C)C)cc1)c1ccc(C)cc1 | 16% |
| CCOc1cccc(C(=O)N(Cc2ccc(F)cc2)Cc2ccco2)c1 | u |
| O=C1CCN(Cc2cccc(F)c2)CCCOCCN1 | -7% |
| C#CCNC(=O)C1CCc2nnc(C3CCN(C(=O)c4ccccc4)CC3)n21 (stereo unspecified) | 8%[115 µM] |
| CC(C)C(C)NC(=O)CN1C(=O)NC(c2ccccc2)(c2ccccc2)C1=O (stereo unspecified) | 15% |
| COc1ccc(/C=N/n2nnnc2N)cc1OC | u |
| Cc1ccc(OCc2cccc(S(=O)(=O)N(C)C)c2)c([N+](=O)[O-])n1 | 0% |
| CNc1nc(-c2ccccc2)c(C(=O)Nc2ccccc2)s1 | 10% |
| O=C(NCCCc1nc2ccccc2n1Cc1cccc(Cl)c1)c1ccco1 | -8% |

Screens as filed in PubChem.
